Source: PubChem BioAssay (Vanderbilt High Throughput Screening Facility)
hDAT+cocaine: changed human dopamine transporter uptake under cocaine IC80; Q01959; LLC-PK1 hDAT cells, [14C]-dopamine uptake with cocaine IC80; actives deviate in either direction; B-score at 10 µM; actives 1.3% (n = 110,000); AID 449768;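 active = Z score or B-score, a plate-position-corrected score, falls beyond the plate's 99.7% confidence bounds, in either direction; inactive = both scores lie inside the 99.7% bounds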;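 also: scored against the spread of the other compound wells on the same plate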
Target sequence (Q01959 whole entry, looked up): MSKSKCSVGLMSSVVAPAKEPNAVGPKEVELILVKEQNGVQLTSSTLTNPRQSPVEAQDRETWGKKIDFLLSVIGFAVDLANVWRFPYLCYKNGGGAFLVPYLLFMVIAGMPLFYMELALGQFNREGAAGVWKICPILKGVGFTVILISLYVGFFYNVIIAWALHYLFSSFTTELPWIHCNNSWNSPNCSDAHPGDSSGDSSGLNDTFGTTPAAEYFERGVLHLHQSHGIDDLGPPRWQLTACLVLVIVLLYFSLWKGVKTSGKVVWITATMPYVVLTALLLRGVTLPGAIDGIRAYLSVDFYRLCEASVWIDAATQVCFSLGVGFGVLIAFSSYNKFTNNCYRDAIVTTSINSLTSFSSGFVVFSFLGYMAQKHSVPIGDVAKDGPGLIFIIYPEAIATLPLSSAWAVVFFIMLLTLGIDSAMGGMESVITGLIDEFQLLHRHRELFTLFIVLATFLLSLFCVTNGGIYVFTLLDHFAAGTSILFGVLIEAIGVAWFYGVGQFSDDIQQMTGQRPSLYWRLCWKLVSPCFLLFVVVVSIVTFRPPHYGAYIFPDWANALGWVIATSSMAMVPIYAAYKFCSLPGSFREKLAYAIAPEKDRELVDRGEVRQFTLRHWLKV
The depositor's hits bear a star; & = joins results of further samples. A portion of the library; count on the stated rates, not on these rows.

Compound	hDAT+cocaine
CCC(=O)Nc1cccc(C2=NOC3(C2)C[C@H](C(N)=O)N(C(=O)CC#N)C3)c1 (some centres not stated)	-0.932
COc1ccc(C2CC(O)(c3ccccc3)Oc3cc(OC)cc(OC)c32)cc1 (configuration not stated)	0.592
COC(=O)CCCC1=CC2=CC(=O)C(C)(OC(=O)c3cccs3)C(=O)C2=CN1CCCOC(C)C (configuration not stated)	-1.67
C=CCC(COCc1ccccc1)NS(=O)(=O)c1ccccc1Br (configuration not stated)	0.121
O=C(NCCc1nc(-c2ccccc2Cl)no1)C1CCCCC1	-0.35
COc1cc(CCCN2C(=S)NC[C@@H]2c2ccccc2)cc(OC)c1OC	0.778
C=C1CCN(C(Cc2ccccc2)C(=O)OC)S(=O)(=O)c2ccc(F)cc21 (configuration not stated)	-0.435
CCO[C@@H]1OC(C(N)=O)=C[C@H](c2ccc3c(c2)OCO3)[C@H]1CCCO	0.0371
CC(C)c1ccc(NC(=O)C(c2ccccc2)N(C)C(=O)CCc2c[nH]c3ccccc23)cc1 (configuration not stated)	0.829
Cn1c(=O)cc(N)n(Cc2ccccc2)c1=O	-0.31
O=C(CSCC(=O)N1CCCc2ccccc21)Nc1nc(-c2ccccc2)cs1	1.46
CC(C)CN1C=C2C(=O)C(C)(OC(=O)CCc3ccccc3)C(=O)C=C2C=C1c1ccc(C#N)cc1 (configuration not stated)	-1.39

The list continues.
Compound	hDAT+cocaine
COc1ccc(-c2csc(NC(C)c3nc4cc(Cl)c(N5CCCCC5)cc4n3CCOCCO)n2)cc1 (configuration not stated)	1.23
C#CCOCCOCCOCCNc1nc(N2CCN(C(=O)[C@H](CCC(=O)O)n3cc(C(N)[C@H](C)CC)nn3)CC2)nc(N2CCN(C(=O)[C@H](Cc3ccc(O)cc3)n3cc(C(N)[C@H](C)CC)nn3)CC2)n1 (some centres not stated)	0.247
C[C@@H](C(=O)Nc1ccc2ccccc2c1)[C@H]1C[C@]1(C)[C@H](NC(=O)c1cccnc1)c1ccccc1	0.577
C#CCNC(=O)C1=C[C@@H](C2CC2)C[C@@H](OCCCCO)O1	-0.0309
CC1(c2nnc(-c3cccc(Cl)c3)o2)CC(c2ccc(Cl)cc2)=NO1 (configuration not stated)	-0.0053
NC(=O)[C@H]1CC2(CC(c3cccc(NC(=O)COc4ccc(Cl)cc4)c3)=NO2)CN1C(=O)Cc1ccc([N+](=O)[O-])cc1 (some centres not stated)	-0.33
CC(C)[C@@H]1NC(=O)c2cc([N+](=O)[O-])cc(F)c2NCCC[C@@H](C(N)=O)NC(=O)[C@H](CO)NC1=O	-0.114
Cc1ccc(-c2csc(NCCc3nc4cc(Cl)c(Cl)cc4n3CCCO)n2)cc1	1.65
CCCNc1nc(C)cc(-c2cc(C(=O)Nc3ccccc3)on2)n1	-0.125
O=C(O)C[C@H]1c2ccccc2S(=O)(=O)N1C1CCCCC1	0.00457
CC(=O)Nc1nnc(SCC(=O)NCC2CCCO2)s1 (configuration not stated)	-0.399
CCC(=O)Nc1cccc(C2=NOC3(C2)C[C@@H](C(N)=O)N(C(=O)c2ccc(OC)cc2)C3)c1 (some centres not stated)	-0.181

Remaining list, next part:
Compound	hDAT+cocaine
C#CCCOC(=O)N1C2=NC(C(=O)OC)=C(C(=O)OC)[C@@H]3N(C)c4ccccc4[C@]23C[C@H]1CO	0.174
CCO[C@@H]1OC(C(=O)NCc2nc3ccccc3[nH]2)=C[C@H](c2coc3ccccc3c2=O)[C@H]1CCCO	-0.0637
COc1cc(O)c(C(CCN2CCCCC2)c2cc(OC)c(OC)c(OC)c2)c(OC)c1 (configuration not stated)	-0.0147
Clc1ccc(C2[C@H]3CN(Cc4cccnc4)[C@H](c4ccccc4)C34CC2(c2cccnc2)C4)cn1 (some centres not stated)	-0.0448
CCOc1ccc(Cl)cc1Nc1nc(NCCO)nc(N2CCCC2)n1	1.18
CCCCC1=CC2=C(c3ccco3)C(=O)C(C)(OC(=O)c3ccc(OC)cc3)C(=O)C2=CN1Cc1ccccc1 (configuration not stated)	-0.368
C/C=C\C=C\C(=O)Nc1cccc(C2=NOC3(C2)C[C@H](C(N)=O)N(C(=O)c2ccccc2C(=O)c2ccccc2)C3)c1 (some centres not stated)	1.5
CC1=C(C)C(=O)OC(C(C)C2CCC3C4CC=C5CC(OC6OC(COC7OC(CO)C(O)C(O)C7O)C(O)C(O)C6O)CC(O)C5(C)C4CCC23C)C1 (configuration not stated)	-0.0378
O=C(NCCN1CCOCC1)C(=O)NCC1OCCN1C(=O)c1ccc(Cl)cc1 (configuration not stated)	-0.00388
Oc1ccc(C[C@@H]2CNC(=S)N2CCCCC2CCCCC2)cc1	0.348
COC(=O)CCC(=O)OC1(C)C(=O)C=C2C=C(C3CC3)N(C3CCCC3)C=C2C1=O (configuration not stated)	-1.48
NCCCC[C@H]1CN=C(N)N1CC1CCCCC1	0.527

Other entries follow:
Compound	hDAT+cocaine
CN(C)c1ccnc2c[cH-]cc12.[Fe].c1ccc(-[c-]2[c-](-c3ccccc3)[c-](-c3ccccc3)[c-](-c3ccccc3)[c-]2-c2ccccc2)cc1 (configuration not stated)	-1.07&-0.386
CC(C)[C@H](CO)N(Cc1cccc(F)c1)c1nc(Nc2cccc(Cl)c2)c2ncn(C(C)C)c2n1	-0.795
COc1ccc([C@@H]2C[C@@H](c3ccccc3)Oc3cc(OC)cc(OC)c32)cc1	0.504
OCCOCCn1c(C(CO)Nc2nc(-c3ccc(F)cc3)cs2)nc2ccccc21 (configuration not stated)	0.14
Cc1cccc(CN2C(=O)[C@H]3Cc4c([nH]c5ccccc45)C(C)(C)N3C2=O)c1	0.926
C#CCOCCOCCOCCNc1nc(N2CCN(C(=O)[C@H]([C@@H](C)CC)n3cc([C@@H](N)CO)nn3)CC2)nc(N2CCN(C(=O)[C@H]([C@@H](C)CC)n3cc([C@@H](N)CC(C)C)nn3)CC2)n1	-0.264
NC(=O)CC(NC(=O)c1ccccc1)c1ccc(NC2CCCC2)c([N+](=O)[O-])c1 (configuration not stated)	-0.237
C#Cc1ccc([C@H]2C=C(C(=O)NC3CC3)O[C@@H](OCC)[C@@H]2CCCO)cc1	-0.0306
COc1cccc(NC(=S)N(CCc2c(C)[nH]c3ccccc23)Cc2ccco2)c1	-0.831
CC(=O)SCC(Cc1ccccc1)C(=O)NCC(=O)OCc1ccccc1 (configuration not stated)	-1.32
NC(=O)[C@@H]1CCNc2c(I)cc([N+](=O)[O-])cc2C(=O)N[C@@H](CO)C(=O)N[C@@H](Cc2ccc(O)cc2)C(=O)N1	-0.821
CCCCC1=CC2=CC(=O)C(C)(OC(=O)c3cnc4ccccc4n3)C(=O)C2=CO1 (configuration not stated)	0.151

Carrying on:
Compound	hDAT+cocaine
O=c1cc(-c2ccccc2Cl)oc2c(NS(=O)(=O)c3cc(Cl)cc(Cl)c3O)ccc(O)c12	-6.33*
Cc1ccccc1-c1cc(=O)c2c(O)cccc2o1	-0.56
NC(CS(=O)O)C(=O)O (configuration not stated)	-1.17
Cc1cccc(NC(=O)c2nc[nH]c2C(=O)NCC(=O)OCc2ccccc2)c1	-0.479
COc1cc([C@H](Cc2ccccc2)NC(C)=O)oc(=O)c1	-0.209
CC(C)[C@@H](CO)NC(=O)c1ccc2c3n(nc2c1)-c1ccccc1CO3	1.25
CC(C)(C)OC(=O)NCCCC[C@H](NC(=O)c1nc[nH]c1C(=O)N[C@@H](CCCCNC(=O)OC(C)(C)C)C(=O)OC(C)(C)C)C(=O)OC(C)(C)C	-0.033
C#Cc1ccc([C@H]2C=C(C(=O)OCC=C)O[C@@H](OCc3ccc(CO)cc3)C2)cc1	-0.317
CC(C)C[C@H](NC(=O)c1[nH]cnc1C(=O)N[C@H](C)c1ccccc1)C(=O)OC(C)(C)C	-0.139
COc1cc(C(CCN2CCN(c3ccccc3)CC2)c2c(OC)cc(OC)c3ccc(=O)oc23)cc(OC)c1OC (configuration not stated)	1.36
O=C(Nc1cccc(-c2csc(Nc3ccc(Cl)cc3)n2)c1)c1ccccc1	1.04
COC1=C(C)C(O)=C(C(=O)/C=C/c2ccccc2)C(=O)C1(C)C	-1.01

(next part)
Compound	hDAT+cocaine
Oc1ccc(C[C@@H]2CNC(=S)N2CCc2cc(C(F)(F)F)cc(C(F)(F)F)c2)cc1	0.833
C#CCSc1nnc(C)c(C)n1	0.00323
O=C(NCCn1cc(SCc2ccccc2)c2ccccc21)c1ccccc1F	0.676
COc1ccc(C2=CC3=C(Br)C(=O)C(C)(O)C(=O)C3=CO2)cc1 (configuration not stated)	-0.69
CC(=O)n1cc([C@@H]2C=C(C(=O)N3CCOCC3)O[C@H](OCCCCO)C2)c2ccccc21	1.15
Cc1nc(-c2ccccc2)sc1C1(C)CC(c2ccc([N+](=O)[O-])cc2)=NO1 (configuration not stated)	0.0508
Cc1ccc(C)c(CSc2nc(-c3ccco3)nc3c2c(=O)n(C)c(=O)n3C)c1	0.786
COc1cc(-c2cc(=O)c3c(O)c(OC)c(OC)c(O)c3o2)ccc1O	0.58
COC(=O)C1=C(C)NC(C)=C(C(=O)O[C@@H]2CCCN(Cc3ccccc3)C2)[C@@H]1c1cccc([N+](=O)[O-])c1	0.811
c1cc(-c2cc3cc(N4CCOCC4)ccc3o2)cs1	1.07
O=C(Cc1ccccc1)N[C@@H](Cc1ccccc1)C(=O)O	0.0276
NCCCC[C@H](NC(=O)C1CCNCC1)c1nnc(CN)o1	-0.667

Part of the list above in order of length of the SMILES, largest number first.
Compound	hDAT+cocaine
COc1ccc(C2=CC3=C(Br)C(=O)C(C)(O)C(=O)C3=CO2)cc1 (configuration not stated)	-0.69
COc1cc(-c2cc(=O)c3c(O)c(OC)c(OC)c(O)c3o2)ccc1O	0.58
O=C(Cc1ccccc1)N[C@@H](Cc1ccccc1)C(=O)O	0.0276
c1cc(-c2cc3cc(N4CCOCC4)ccc3o2)cs1	1.07

Further results follow:
Compound	hDAT+cocaine
C/C=C\C=C\C(=O)N1CC2(CC(c3cccc(NC(=O)COc4ccc(Cl)cc4)c3)=NO2)C[C@H]1C(N)=O (some centres not stated)	1.55
Nc1ccc(N=Nc2ccccc2)c(N)n1	-0.0545
Cc1ccc(-c2[nH]c3ccccc3c2SCCNC(=O)c2cc3ccccc3oc2=O)cc1	1.14
COc1ccc(COc2cc(-c3cccc(OC)c3)nc3ccc(NC(=O)c4ccc(N(C)C)cc4)cc23)cc1	0.962
O=C(O)C[C@H]1c2cc(F)ccc2S(=O)(=O)N1C1CCCC1	-0.341
O=C1NCCC12C(=O)Nc1ccccc12 (configuration not stated)	-0.243
O=c1[nH]c(=S)ccn1C1OC(CO)C(O)C1O (configuration not stated)	-0.129
CC(C)(C)OC(=O)NCCCC[C@H](NC(=O)c1nc[nH]c1C(=O)NC(c1ccccc1)c1ccccc1)C(=O)OC(C)(C)C	-0.212

Of the compounds above, 21 have a halogen.
Compound	hDAT+cocaine
C=CCC(COCc1ccccc1)NS(=O)(=O)c1ccccc1Br (configuration not stated)	0.121
O=C(NCCc1nc(-c2ccccc2Cl)no1)C1CCCCC1	-0.35
C=C1CCN(C(Cc2ccccc2)C(=O)OC)S(=O)(=O)c2ccc(F)cc21 (configuration not stated)	-0.435
COc1ccc(-c2csc(NC(C)c3nc4cc(Cl)c(N5CCCCC5)cc4n3CCOCCO)n2)cc1 (configuration not stated)	1.23
CC1(c2nnc(-c3cccc(Cl)c3)o2)CC(c2ccc(Cl)cc2)=NO1 (configuration not stated)	-0.0053
NC(=O)[C@H]1CC2(CC(c3cccc(NC(=O)COc4ccc(Cl)cc4)c3)=NO2)CN1C(=O)Cc1ccc([N+](=O)[O-])cc1 (some centres not stated)	-0.33
CC(C)[C@@H]1NC(=O)c2cc([N+](=O)[O-])cc(F)c2NCCC[C@@H](C(N)=O)NC(=O)[C@H](CO)NC1=O	-0.114
Cc1ccc(-c2csc(NCCc3nc4cc(Cl)c(Cl)cc4n3CCCO)n2)cc1	1.65
Clc1ccc(C2[C@H]3CN(Cc4cccnc4)[C@H](c4ccccc4)C34CC2(c2cccnc2)C4)cn1 (some centres not stated)	-0.0448
CCOc1ccc(Cl)cc1Nc1nc(NCCO)nc(N2CCCC2)n1	1.18
O=C(NCCN1CCOCC1)C(=O)NCC1OCCN1C(=O)c1ccc(Cl)cc1 (configuration not stated)	-0.00388
CC(C)[C@H](CO)N(Cc1cccc(F)c1)c1nc(Nc2cccc(Cl)c2)c2ncn(C(C)C)c2n1	-0.795
OCCOCCn1c(C(CO)Nc2nc(-c3ccc(F)cc3)cs2)nc2ccccc21 (configuration not stated)	0.14
NC(=O)[C@@H]1CCNc2c(I)cc([N+](=O)[O-])cc2C(=O)N[C@@H](CO)C(=O)N[C@@H](Cc2ccc(O)cc2)C(=O)N1	-0.821
O=c1cc(-c2ccccc2Cl)oc2c(NS(=O)(=O)c3cc(Cl)cc(Cl)c3O)ccc(O)c12	-6.33*
O=C(Nc1cccc(-c2csc(Nc3ccc(Cl)cc3)n2)c1)c1ccccc1	1.04
Oc1ccc(C[C@@H]2CNC(=S)N2CCc2cc(C(F)(F)F)cc(C(F)(F)F)c2)cc1	0.833
O=C(NCCn1cc(SCc2ccccc2)c2ccccc21)c1ccccc1F	0.676
COc1ccc(C2=CC3=C(Br)C(=O)C(C)(O)C(=O)C3=CO2)cc1 (configuration not stated)	-0.69
C/C=C\C=C\C(=O)N1CC2(CC(c3cccc(NC(=O)COc4ccc(Cl)cc4)c3)=NO2)C[C@H]1C(N)=O (some centres not stated)	1.55
O=C(O)C[C@H]1c2cc(F)ccc2S(=O)(=O)N1C1CCCC1	-0.341
